Bioassay records: PubChem BioAssay, several laboratories
TRPC6 act: activates the mouse TRPC6 cation channel; Q61143; HEK293-TRPC6 membrane potential dye fluorescence; stronger effect = higher value; B-score at 10 µM; actives 0.13% (n = 310,000); AID 2550;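 active means B-score of the integrated fluorescence ratio above library mean plus 3 SD, and starting fluorescence ratio within library mean plus 5 SD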;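 further: higher score means more depolarization so channel activation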
Platelet DG rel: modulates dense granule release in human platelets; actives 0.22% (n = 300,000); inhibition, %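 (compounds screened at 7.5 µM in platelet-rich plasma)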; human platelet-rich plasma, SFLLRN dense granule ATP release, luminescence; AID 1663;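 active means mean replicate score, as percent of positive control, at or above 50; inconclusive means mean below 50 but at least one replicate at or above 50; inactive means mean and every replicate below 50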
RGS4 act: potentiators or activators of RGS4; actives 0.92% (n = 310,000); HEK293 M3R/inducible RGS4, carbachol calcium flux Fluo4; stronger effect = lower value; B-score at 10 µM;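 active means B-score of the integrated calcium signal more than 4 SD below the library mean, with starting fluorescence not abnormally high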;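 further: negative B-score means reduced calcium response which marks RGS4 activation or potentiation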
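Reagent: ECmax carbachol challenge; Test system: M3R-expressing HEK293 line, RGS4 induced by doxycycline; Schedule: overnight RGS4 induction, 30 min dye load 37 °C, 20 min compound RT; Detection: calcium dye Fluo4 fluorescence; Read-out: Agonist-evoked peak-minus-minimum fluorescence over baseline, integrated ratio, B score.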
TRPC4 block: inhibitors of mouse TRPC4 channel. B-score at 10 µM. HEK293 TRPC4beta/mu-opioid, DAMGO-evoked Fluo4 calcium flux; stronger effect = lower value. actives 0.39% (n = 300,000). AID 2247;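 active means B-score over 3 SD under the library average, no early fluorescence shift, positive overall ratio signal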
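Signal: kinetic Fluo4 fluorescence imaging of calcium influx. Material: stable TRPC4beta/mu-opioid receptor HEK293 cells. Probe or stimulus: DAMGO in two steps, submaximal then maximal.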
MrgX1 allo act: allosterically activates human MrgX1 receptor signaling; AID 588675; actives 0.63% (n = 310,000); B-score at 10 µM; MrgX1-HEK293, Fluo-4 calcium flux, FDSS; stronger effect = higher value; Q96LB2;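 active means plate-corrected calcium response at least 3 library SD above typical, normal starting fluorescence, not activating the receptor alone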;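 further: compound read alongside a low EC10 to EC30 dose of BAM8-22 agonist; peak minus trough fluorescence over baseline measured at the second addition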
Target sequence (Q96LB2 whole entry, looked up): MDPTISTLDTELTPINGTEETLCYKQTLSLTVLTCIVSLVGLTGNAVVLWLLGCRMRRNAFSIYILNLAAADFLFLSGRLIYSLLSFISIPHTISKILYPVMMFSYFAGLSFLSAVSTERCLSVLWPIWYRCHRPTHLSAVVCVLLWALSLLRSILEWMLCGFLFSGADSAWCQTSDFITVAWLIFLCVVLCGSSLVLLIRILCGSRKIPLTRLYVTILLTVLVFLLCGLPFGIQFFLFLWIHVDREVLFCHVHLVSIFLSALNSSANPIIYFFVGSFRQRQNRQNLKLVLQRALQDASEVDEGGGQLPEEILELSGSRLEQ
TRPC6 inh: blocks the mouse TRPC6 cation channel; Q61143; AID 2553; HEK293-TRPC6, membrane potential dye, ACh-evoked depolarization; stronger effect = lower value; actives 1.1% (n = 310,000); B-score at 10 µM;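 active means B-score under library mean minus 3 SD, initial fluorescence not abnormally high, positive integrated signal ratio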;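 further: B-score derived from integrated fluorescence ratio over the kinetic read; more negative B-score means stronger inhibition of depolarization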
MrgX1 ag: activates human MrgX1 receptor signaling. Q96LB2. MrgX1-HEK293 cells, Fluo-4 calcium fluorescence, agonist mode; stronger effect = higher value. B-score at 10 µM. actives 0.44% (n = 310,000). AID 588627;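 active means calcium response B-score plate-corrected fluorescence ratio at least 3 library SD, with starting fluorescence B-score inside 5 SD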
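Material: MrgX1-expressing HEK293 cells / Dosing: compound as first of three additions / Incubation: overnight seeding, then 1 h dark dye loading / Signal: Fluo-4 NW calcium fluorescence / Evaluation: B-scored fluorescence response ratio / Benchmarks: positive and negative control wells on each plate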
RGS4 inh: inhibitors of human RGS4; P49798; HEK293 M3R/RGS4 inducible, Fluo-4 calcium flux; stronger effect = higher value; triggered by carbachol at its EC20; B-score at 10 µM; actives 0.45% (n = 310,000); AID 463165;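 active means B-score, a plate-corrected calcium signal, over three deviations above library mean, with baseline fluorescence within five deviations of library mean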;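 further: RGS4 expression induced by doxycycline in cells with stable M3 receptor; B-score is computed from the integrated fluorescence ratio over baseline after carbachol; higher B-score means a larger calcium signal and so more RGS4 inhibition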
Target sequence (P49798 whole entry, looked up): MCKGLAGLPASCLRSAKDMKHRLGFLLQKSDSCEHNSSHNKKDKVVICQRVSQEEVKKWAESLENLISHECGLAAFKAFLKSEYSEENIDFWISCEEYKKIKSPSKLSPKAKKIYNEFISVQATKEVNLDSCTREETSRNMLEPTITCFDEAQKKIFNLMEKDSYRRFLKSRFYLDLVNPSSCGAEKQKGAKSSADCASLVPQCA
SKKanGAS inh: blocks kanamycin growth of S. pyogenes SKKanGAS strain; BacTiter-Glo, 6 h; inhibition, % at 7.5 µM; actives 1.3% (n = 300,000);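 active means mean replicate score, as percent of positive control median, at least 50; inconclusive means mean below 50 but one replicate at or above 50; inactive means mean and every replicate below 50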;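 further: strain carries kanamycin resistance gene driven by streptokinase promoter and grows in 40 µg/ml kanamycin; loss of luminescence reflects streptokinase promoter inhibition or plain growth inhibition; 0% = median of DMSO wells and 100% = positive control at its reference dose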
HIF activator: HIF pathway transcriptional activation. U2OS HRE-luciferase reporter, luminescence; normalized: DMSO 0%, desferrioxamine 100%. activation, % at 7.5 µM (by protocol). actives 0.32% (n = 300,000);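 active means mean activation of at least 10% of the iron chelator positive control signal, with at least half of replicates also reaching 10%; inconclusive means mean and replicate majority disagree about reaching 10%; inactive means mean and most replicates under 10%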
MrgX1 antagonist: blocks BAM8-22 activation of human MrgX1 receptor; Q96LB2; AID 588676; MRGX1-HEK293 calcium flux, Fluo-4, BAM8-22 antagonism; stronger effect = lower value; actives 1.3% (n = 310,000); B-score at 10 µM;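 active means calcium-response B-score plate-corrected more than 3 library SD below zero, starting fluorescence within 5 deviations, no agonist response on first addition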;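 further: peak minus trough fluorescence over baseline after final BAM8-22 challenge near maximal dose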
Starred values were filed as active, the others as inactive; i = inactive; u = inconclusive; x = not tested or not shown.

SMILES	TRPC6 act	Platelet DG rel	RGS4 act	TRPC4 block	MrgX1 allo act	TRPC6 inh	MrgX1 ag	RGS4 inh	SKKanGAS inh	HIF activator	MrgX1 antagonist
COc1ccc(C(=O)NC(C)c2ccc(-n3ccnc3)cc2)cc1[N+](=O)[O-] (centres undefined)	i	7.8	i	i	i	i	i	i	-1.7	0.0	i
CCN(C(=O)COc1ncnc2sccc12)c1ccccc1	i	-4.0	i	i	i	i	i	i	x	0.8	i
CC[N+]1(CC)CC2=Cc3c(ccc4ccccc34)CC2C1 (centres undefined)	i	-15.9	i	i	i	i	i	i	-3.6	-0.2	i
CCc1ccc(C2CC(=O)N(c3cccc(F)c3)C3=C2C(=O)OC3)cc1 (centres undefined)	i	13.3	i	i	i	i	i	i	4.2	0.0	i
O=C(Nc1ccccc1)NC1CCS(=O)(=O)C1 (centres undefined)	i	0.3	i	i	i	i	i	i	1.9	0.2	i
COc1ccc(N(CC(=O)NC2CCCC2)C(=O)CCC(=O)Nc2cc(C)on2)cc1	i	0.3	i	i	i	i	i	i	-0.2	-0.2	i
Cc1ccc(NC2SC(=O)N(CC(=O)O)C2=O)cc1 (centres undefined)	i	3.6	i	i	i	i	i	i	-3.2	-0.3	i
CC1CCC(C(=O)NC(C(=O)NCCN2CCC(C)CC2)C(C)C)CC1 (centres undefined)	i	4.0	i	i	x	i	x	i	-1.2	0.3	x
Cc1ccc(/C=C/C(=O)N2CCN(S(=O)(=O)c3ccc(C)c(C)c3)CC2)o1	i	2.5	i	i	i	i	i	i	0.3	-0.2	i
Cc1cc(N=Cc2cc(Br)ccc2O)no1	i	-2.6	i	i	i	i	i	7.18*	-2.3	-0.1	i
O=C(NC(Cc1ccccc1)C(=O)O)OCc1ccccc1 (centres undefined)	i	1.8	i	i	i	i	i	i	-4.1	-0.2	i
CC(=O)c1ccc(OCC(O)CN2CCN(S(=O)(=O)c3cccc(Br)c3)CC2)cc1 (centres undefined)	i	-25.0	i	i	i	i	i	i	-4.6	0.2	i
Cc1ccc2c(CC(=O)NNC(=O)c3ccccc3O)coc2c1	i	-0.7	i	i	i	i	i	i	15.5	-30.0	i
CCOc1ccc(C(=O)NC(=S)NCCCN2CCOCC2)cc1	i	12.9	i	i	i	i	i	i	-2.6	-0.6	i
Cc1c(O)nc(SCC(=O)Nc2ccc3c4c(cccc24)CC3)n(-c2ccc(F)cc2)c1=O	i	-1.6	i	i	i	i	i	i	19.3	0.2	i
CCOC(=O)c1sc(-c2ccc(F)cc2)cc1NC(=O)Nc1ccccc1OC	i	7.2	i	i	i	i	i	i	9.8	-0.1	i
CCOC(=O)C1(C)C=C(Nc2ccc(O)cc2)C(=O)N1c1ccc(O)cc1 (centres undefined)	i	-5.9	i	i	i	i	i	i	-10.6	-0.4	i
CSCc1cc(N2CCOCC2)nc(SCc2ccc(Cl)cc2Cl)n1	i	1.6	i	i	i	i	i	i	13.4	-0.3	i
O=C(CN1C(=O)c2ccccc2C1=O)NCc1ccccn1	i	-1.5	i	i	i	i	i	i	-4.2	-24.5	i
CCN(C(=O)Cc1c(C(=O)O)n(CC)c2ccccc12)c1ccccc1C	i	-1.4	i	i	i	i	i	i	2.8	-1.3	i
COc1cc(NS(=O)(=O)c2ccc(N=Cc3c(C)[nH]n(-c4ccccc4)c3=O)cc2)nc(OC)n1	i	-0.8	i	i	i	i	i	i	7.4	-0.1	i
Cc1[nH]ccc(=O)c1OCc1c(Cl)cccc1Cl	i	-1.2	i	i	i	i	i	i	-1.3	0.3	-6.66*
CC(=O)Nc1ccc(S(=O)(=O)N[C@@H](C)C(=O)OCc2cc([N+](=O)[O-])cc3c2OCOC3)cc1	i	3.5	i	i	i	i	i	i	-2.8	-0.2	i
CCOC(=O)C1(Cc2ccccc2C)CCCN(C(=O)c2cc(C3CC3)[nH]n2)C1 (centres undefined)	i	1.3	i	i	i	i	i	i	6.6	-0.2	i
CCOC(=O)C1CCN(C(=O)c2cccnc2Oc2ccccc2)CC1	i	-2.5	i	i	i	i	i	i	-5.7	0.2	i
CC1CC(C)CN(CC(C)(C)NS(=O)(=O)c2ccc(Cl)cc2)C1 (centres undefined)	i	-0.9	i	i	i	i	i	i	3.5	0.2	i
Cc1cccc(OCC(O)Cn2c(-n3nc(C)cc3C)nc3c2c(=O)[nH]c(=O)n3C)c1 (centres undefined)	i	21.5	i	i	i	i	i	i	-6.3	0.0	i
CS(=O)(=O)N1CCC(C(=O)Nc2ccc(Cl)c(Cl)c2)CC1	i	0.5	i	i	i	i	i	i	2.7	-0.1	i
COc1ccc2ncc(OC(C)=O)cc2c1	i	6.0	i	i	i	i	i	i	6.5	0.5	i
CC(C)(C)C1CCC(C(=O)OCC(=O)c2ccc[nH]2)CC1 (centres undefined)	i	-3.9	i	i	i	i	i	i	0.6	0.0	i
CCc1nnc(NC(=O)c2cc3ccccc3oc2=O)s1	i	16.0	i	i	i	i	i	i	3.3	0.4	i
O=C(COc1ccc(F)cc1)N/N=C/c1cccc2cccnc12	i	-20.4	i	i	i	i	i	i	-13.9	3.8	i
Cc1nn(-c2cccc(C(=O)O)c2)c(C)c1[N+](=O)[O-]	i	-1.9	i	i	i	i	i	i	-12.4	-0.2	i
CC1CCN(c2nc(-c3ccc(F)cc3)cc(C(F)(F)F)n2)CC1	i	14.6	i	i	i	i	i	i	u	1.0	i
CCN(C(=O)c1ccc2c(=O)n3c(nc2c1)CCCCC3)c1cc(OC)ccc1OC	i	-7.8	i	i	i	i	i	i	-9.9	-0.7	i
CNS(=O)(=O)c1cccc(C(=O)OCC(=O)/C=C2/N(C)c3ccccc3C2(C)C)c1	i	-6.2	i	i	i	i	i	i	3.1	-0.2	i
Cc1ccc(-c2nnn(CCC(=O)Nc3ccc4c(c3)OCO4)n2)cc1	i	3.9	i	i	i	i	i	i	21.3	0.2	i
COc1ccc(N(CC(=O)Nc2cccnc2)S(=O)(=O)c2ccccc2)cc1OC	i	1.4	i	i	i	i	i	i	-0.1	0.5	i
O=C(NC(=S)Nn1cnc2c(cnn2-c2ccccc2)c1=O)c1ccc(Oc2ccccc2)cc1	i	-34.4	i	i	i	i	i	i	89.3*	1.5	i
COC(=O)COc1ccc(C2NC(=O)NC(c3ccccc3)=C2C(C)=O)cc1OC (centres undefined)	i	12.5	i	i	i	i	i	i	1.9	0.1	i
COc1ccc(S(=O)(=O)N2CCc3ccccc32)cc1C(=O)N(CC(C)C)C1CCS(=O)(=O)C1 (centres undefined)	i	3.4	i	i	i	i	i	i	-1.7	0.6	i
CCC(C)Nc1nc(N)c([N+](=O)[O-])c(N2CCCCCC2)n1 (centres undefined)	i	-3.9	i	i	i	i	i	i	7.5	0.2	i
CC(C)Cc1nc(C(N)=O)c2[nH]c(=O)n(-c3ccc(F)cc3)c2n1	i	23.2	i	i	i	i	i	i	-1.9	0.1	i
COc1ccc(OC)c(S(=O)(=O)NCC(c2ccc(F)cc2)N2CCN(C)CC2)c1 (centres undefined)	i	6.6	i	i	i	i	i	i	-0.8	-0.3	i
COc1ccccc1-c1ccc(=O)n(CC(=O)NC(C)(C)C)n1	i	-6.8	i	i	i	i	i	i	x	0.0	i
CCN(CC)C(=O)Cn1cnc2sc(C(=O)Nc3cc(OC)c(OC)c(OC)c3)c(C)c2c1=O	i	-23.2	i	i	i	i	i	i	7.3	x	i
COc1ccc(CN(C)CCc2ccccn2)c(OC)c1OC	i	0.3	i	i	i	i	i	i	1.2	-0.3	i
CC(=O)Oc1ccc2c(=O)oc(-c3ccccc3)nc2c1	i	1.2	i	i	i	i	i	i	-5.1	0.6	i
Cc1cc(C)c(C)c(OCC(O)CN2CCN(c3ccccn3)CC2)c1 (centres undefined)	i	u	i	i	i	i	i	i	-5.0	0.5	i
CCc1ccc(C(=O)N/N=C/c2ccc(Cl)cc2Cl)nc1	i	-1.9	i	i	i	i	i	i	-12.2	1.2	i
COc1cccc(N2CCN(C(=O)C3CCCN(S(=O)(=O)c4ccc5c(c4)oc(=O)n5C)C3)CC2)c1 (centres undefined)	i	-5.0	i	i	i	i	i	i	1.4	-0.2	i
O=C(CN(C(=O)CCC(=O)Nc1nccs1)c1ccccc1F)NCc1ccccc1	i	2.1	i	i	i	i	i	i	-3.4	-0.6	i
CN1CCN(S(=O)(=O)c2ccc(Oc3ccc(F)c(Cl)c3)nc2)CC1	i	2.0	i	i	i	i	i	i	-1.7	-0.4	i
Cc1cccc(NC(=O)Cn2c(=O)oc3ccccc32)c1	i	1.9	i	i	i	i	i	i	-1.6	-2.1	i
CC(=O)Nc1ccc(NC(=O)CSc2nnc(-c3ccco3)n2Cc2ccco2)cc1	i	-4.2	i	i	7.01*	i	i	i	-0.1	-0.5	i
Cc1cccn2c(=O)c3cc(C#N)c(=N)n(CCN4CCOCC4)c3nc12	i	-4.9	i	i	x	-5.62*	x	i	-1.7	-0.3	x
COc1cccc(-c2cc(C(F)(F)F)n3ncc(S(=O)(=O)c4ccccc4)c3n2)c1	i	3.1	i	i	i	i	i	i	2.5	0.3	i
O=S(=O)(Nc1nc2ccccc2nc1Cl)c1ccccc1C(F)(F)F	i	5.3	i	i	i	i	i	i	8.0	0.0	i
O=C(NCc1cccc(Cl)c1)NC(=O)c1csc([N+](=O)[O-])c1	i	-9.5	i	i	i	i	i	i	6.8	-0.3	i
Cc1c(NC(=O)C2CCCCN2S(=O)(=O)c2ccc(Cl)cc2)c(=O)n(-c2ccccc2)n1C (centres undefined)	i	12.9	i	i	i	i	i	i	1.3	0.0	i
COc1cc(-c2onc3ccc(Br)cc23)cc(OC)c1OC	i	1.7	i	i	i	i	i	i	-11.8	0.2	i
O=C(NCCCO)C(=O)NCCc1ccc(Cl)cc1	i	-4.9	i	i	i	i	i	i	-2.7	-0.2	i
